Tb PYK inh – qHTS of Trypanosoma Brucei Inhibitors; pyruvate kinase (Trypanosoma brucei), Q57TT1; TbPYK enzyme, Kinase-Glo Plus ATP luminescence, 45 min; Potency, µM (top dose mostly 76.8 µM), for the others: at the highest dose activity, negative = inhibition, hits mostly inhibitors; 410,000 tested, 0.12% active; AID 624173, 2012; note: potency is the fitted concentration of half-maximal effect; % is set by controls: 0 for no effect and ±100 for the full control effect; nearly all actives have a fitted effect of over 50% in size
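In this concentration-response screen, enzyme-free wells defined baseline while DMSO plates tracked drift. Each reaction combined TbPYK, substrate, compound and 130 uM ADP for 45 min at room temperature. Kinase-Glo Plus luminescence gave the signal.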
Shiga inhibitor – A qHTS for Small Molecule Inhibitors of Shiga Toxin. Vero cells, Shiga toxin protein synthesis inhibition reporter. inhibition, % at 38.7 µM. 290,000 tested, 9.2% active. AID 2315, 2010; in the data active = inhibition mostly above about 28%, no sharp cut-off; inactive = mostly below about 43%; note: 0% is about no effect
Pf growth 48h – Primary qHTS for delayed death inhibitors of the malarial parasite plastid, 48 hour incubation; AID 504832, 2011; 310,000 tested, 5.9% active; P. falciparum luciferase growth in erythrocytes, 48 h; Potency, µM (series often up to 28.7 µM), without a hit: top-dose activity change, negative = inhibition, usual class: inhibitors; note: potency is the fitted concentration of half-maximal effect; % is set by controls: 0 for no effect and ±100 for the full control effect
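Read-out is firefly luciferase luminescence from an integrated reporter in P. falciparum, so falling signal marks reduced parasite growth. Infected erythrocytes were at 2% hematocrit and 0.1% parasitemia (final) in Albumax-supplemented RPMI 1640.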
CHX counter – Cycloheximide Counterscreen for Small Molecule Inhibitors of Shiga Toxin; cell reporter, cycloheximide protein synthesis inhibition counterscreen; max response, %; AID 2314, 2010; 300,000 tested, 12% active; in the data active = max response mostly above about 13%, no sharp cut-off; inactive = mostly below about 14%; note: read at 38.3 µM for the half of the compounds with a filed dose; 0% is about no effect
AMA1 RON2 block – qHTS for Inhibitors of AMA1-RON; Towards Development of Antimalarial Drug Lead: Primary Screen; 360,000 tested, 0.2% active; AID 720542, 2013; AlphaScreen AMA1-biotinylated RON2 peptide binding; Potency, µM (titrated, usually from 58.2 µM), without a hit: at the highest dose activity change, negative = inhibition, most hits filed as inhibitors; Plasmodium falciparum AMA1 (3D7) - RON2 peptide interaction;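 note: potency is the fitted concentration of half-maximal effect; 0% = vehicle wells and -100% = peptide control; nearly all actives have a fitted effect of over 45% in size; some results filed as inactive show a strong effect at the top dose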
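AMA1 (3D7) with his tag at 25 nM final met compounds first, then biotinylated RON2 peptide at 25 nM; detection used donor plus acceptor beads, 10 µg/mL apiece, read by AlphaScreen after 30 min at room temperature.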
Pf growth 96h – Primary qHTS for delayed death inhibitors of the malarial parasite plastid, 96 hour incubation; AID 504834, 2011; 320,000 tested, 6.9% active; P. falciparum luciferase reporter growth, 96 h; Potency, µM (series often up to 28.7 µM), for inactives: at the top dose activity change, negative = inhibition, actives largely listed as inhibitors; note: potency is the fitted concentration of half-maximal effect; % is set by controls: 0 for no effect and ±100 for the full control effect
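Luminescence readout: decreased luciferase signal marks inhibited growth of reporter-expressing P. falciparum in infected red cells (2% hematocrit, 0.05% parasitemia final), exposed to compound two generations (96 h, 37 C, 5% CO2).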
LmPK inh – qHTS Assay for Inhibitors of Leishmania Mexicana Pyruvate Kinase (LmPK) | Q27686 | purified LmPK, Kinase-Glo ATP luminescence, 1 h | Potency, µM (highest dose often 57.5 µM), inactives show top-dose activity change, negative = inhibition, most hits filed as inhibitors | 290,000 tested, 0.37% active; note: potency is the fitted concentration of half-maximal effect; % is set by controls: 0 for no effect and ±100 for the full control effect
Target sequence (Q27686 whole entry, looked up): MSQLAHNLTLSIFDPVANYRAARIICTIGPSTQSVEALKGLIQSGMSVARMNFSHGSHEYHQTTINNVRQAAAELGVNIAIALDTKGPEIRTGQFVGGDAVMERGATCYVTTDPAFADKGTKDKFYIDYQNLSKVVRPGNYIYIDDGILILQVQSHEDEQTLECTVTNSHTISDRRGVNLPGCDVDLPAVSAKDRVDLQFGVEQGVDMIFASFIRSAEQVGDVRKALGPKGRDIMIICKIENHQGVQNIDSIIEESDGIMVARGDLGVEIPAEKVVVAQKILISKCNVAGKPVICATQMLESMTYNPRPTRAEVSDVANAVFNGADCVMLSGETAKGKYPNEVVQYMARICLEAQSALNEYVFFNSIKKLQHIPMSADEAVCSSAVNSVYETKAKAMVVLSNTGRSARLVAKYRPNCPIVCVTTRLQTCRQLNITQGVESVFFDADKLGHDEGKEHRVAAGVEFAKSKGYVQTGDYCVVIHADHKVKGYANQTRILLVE
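Purified LmPK (0.1 nM) converted ADP (0.1 mM) to ATP with PEP (0.5 mM) in imidazole buffer pH 7.2 with KCl and MgCl2, 1 h at room temperature. ATP was read by Kinase-Glo luminescence; data normalized to uninhibited and no-enzyme controls.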
Active calls of the source: *; ? = inconclusive; . = no result given; & = joins results of further samples; [ ] = remark or other dose. Unless noted, calls come from the whole dose curve; as a rule, active = well fitted curve in the direction sought with a large enough effect; inconclusive = small, poorly fitted or top-dose-only effect, or another doubt; inactive = no such curve, though single readings can be large; an effect the other way counts as inactive or inconclusive.

1) COc1cccc(-c2ccc(SCc3ccccn3)nn2)c1
2) O=C(O)CCNC(=O)/C(=C\c1ccco1)NC(=O)c1ccco1
3) Cc1sc2ncnc(NCC(c3ccco3)N3CCCC3)c2c1C (configuration not stated)
4) COCCn1c(C)cc(/C=C2/SC(=O)N(C(C)C(=O)OC)C2=O)c1C (configuration not stated)
5) Cn1c(CNC(=O)CNC(=O)c2cccc(Cl)c2)cc(=O)n(C)c1=O
entry no.	1	2	3	4	5
LmPK inh	14µM*	0%	2%	-13%	-3%
Tb PYK inh	-6%	-11%	-2%	-2%	-12%
Pf growth 48h	111%[activator]	3%	10µM*	144%[activator]	-2%
Shiga inhibitor	77*	-9	14	89*	-17
AMA1 RON2 block	-8%	38%[activator]	15%	-4%	4%
Pf growth 96h	97%[activator]	11%	8.3µM*	177%[activator]	-2%
CHX counter	42*	-4	-1	53*	-2

One compound at a time (already shown). Screens in order: LmPK inh	Tb PYK inh	Pf growth 48h	Shiga inhibitor	AMA1 RON2 block	Pf growth 96h	CHX counter
Entry for COc1cccc(-c2ccc(SCc3ccccn3)nn2)c1 → 14µM*	-6%	111%[activator]	77*	-8%	97%[activator]	42*
Entry for COCCn1c(C)cc(/C=C2/SC(=O)N(C(C)C(=O)OC)C2=O)c1C (configuration not stated) → -13%	-2%	144%[activator]	89*	-4%	177%[activator]	53*
Entry for O=C(O)CCNC(=O)/C(=C\c1ccco1)NC(=O)c1ccco1 → 0%	-11%	3%	-9	38%[activator]	11%	-4

(continued)
6) O=C(Nc1cccc(F)c1)c1ccc2c(c1)OCCO2
7) O=C(NCCCN1CCN(c2cccc(Cl)c2)CC1)c1ccc(N2CCCC2=O)cc1
8) Cc1ccc(/C=C/S(=O)(=O)NCC(=O)OCC(=O)NCc2ccccc2)cc1
9) Cc1cc(C)n(-c2ccc(C(=O)OCC(=O)c3ccc(Br)s3)cc2)n1
10) Cc1ccc(/C=N/NC(=O)CCCOc2ccc(Cl)cc2Cl)cc1
entry no.	6	7	8	9	10
LmPK inh	-10%	-1%	-1%	2%	-2%
Tb PYK inh	-5%	-2%	-2%	-4%	-11%
Pf growth 48h	246%[activator]	?	-10%	13%	1%
Shiga inhibitor	87*	-13	-7	14	2
AMA1 RON2 block	2%	7%	11%	-20%	49%[activator]
Pf growth 96h	266%[activator]	.	-27%	?	?
CHX counter	43*	10	-2	-5	-6

11) CN(C)c1ccc(-c2nc3ccccc3c(=O)[nH]2)cc1
12) COc1ccc(C)cc1N/C(N)=N/c1nc(C)cc(C)n1
13) COc1ccc(C2=NOC3(CC(=O)N(c4ccc(F)cc4)C3=O)C2)cc1 (configuration not stated)
14) CC(=O)N1CCc2cc(S(=O)(=O)N3CC(C)CC(C)C3)ccc21 (configuration not stated)
15) CCOc1ccccc1C(=O)N[C@H](C(=O)OCc1cc(=O)oc2cc(C)ccc12)C(C)C
entry no.	11	12	13	14	15
LmPK inh	?	-3%	-1%	-11%	-1%
Tb PYK inh	-9%	-11%	-4%	-12%	3%
Pf growth 48h	-14%	12µM*	?	-15%	?
Shiga inhibitor	37*	-7	2	-3	17
AMA1 RON2 block	7%	-3%	-8%	-10%	4%
Pf growth 96h	67%[activator]	?	?	?	?
CHX counter	36*	15	-2	-2	26*

Part of the list above in order of SMILES length, high to low.
14) CC(=O)N1CCc2cc(S(=O)(=O)N3CC(C)CC(C)C3)ccc21 (configuration not stated)
10) Cc1ccc(/C=N/NC(=O)CCCOc2ccc(Cl)cc2Cl)cc1
11) CN(C)c1ccc(-c2nc3ccccc3c(=O)[nH]2)cc1
entry no.	14	10	11
LmPK inh	-11%	-2%	?
Tb PYK inh	-12%	-11%	-9%
Pf growth 48h	-15%	1%	-14%
Shiga inhibitor	-3	2	37*
AMA1 RON2 block	-10%	49%[activator]	7%
Pf growth 96h	?	?	67%[activator]
CHX counter	-2	-6	36*

Continuation:
16) Cc1ccc(CNC(=O)c2nn(C)c3c2CS(=O)(=O)c2ccccc2-3)cc1
17) O=C(CCn1c(=S)[nH]c2ccccc2c1=O)Nc1cccc(Cl)c1
18) COc1ccc(O)c(C(=O)CC(=O)c2ccccc2)c1
19) Cc1nc(N2CCC(C)CC2)c2nnn(Cc3ccccc3)c2n1
20) COc1cc(C2Oc3ccccc3C=C2[N+](=O)[O-])cc(OC)c1OC (configuration not stated)
entry no.	16	17	18	19	20
LmPK inh	6%	3%	-3%	4%	3%
Tb PYK inh	-15%&-2%	-3%	.	0%	-17%
Pf growth 48h	-2%	-27%	401%[activator]	12µM*	?
Shiga inhibitor	17	-13	88	56*	-13
AMA1 RON2 block	-19%	89%[activator]	.	12%	?
Pf growth 96h	143%[activator]	-22%	418%[activator]	15µM*	?
CHX counter	0	-3	43*	12	-9

21) CCN1CCN(C(=O)C2CCC(CNS(=O)(=O)c3ccc(NC(C)=O)cc3)CC2)CC1 (configuration not stated)
22) N#Cc1nc(Cc2cccc3ccccc23)oc1NCc1ccco1
23) O=c1oc2ccccc2c(NC(c2ccccc2)c2ccccc2)c1[N+](=O)[O-]
24) CC(C)(C)[C@H]1C=C(C(N)=O)O[C@@H](OCc2ccc(CO)cc2)C1
25) Cc1cc2cc(CNC(=O)CCC(=O)O)ccc2[nH]1
entry no.	21	22	23	24	25
LmPK inh	0%	3%	0%	-1%	-8%
Tb PYK inh	3%	-7%	-3%	5%	-8%
Pf growth 48h	8%	?	10µM*	0%	60%[activator]
Shiga inhibitor	2	-10	-3	40	-20
AMA1 RON2 block	13%	-27%	-26%	4%	-15%
Pf growth 96h	?	?	163%[activator]	0%	-4%
CHX counter	-2	-4	-5	13*	7

26) Cc1ccccc1NC(=O)c1nn(C)c2c1CS(=O)(=O)c1ccccc1-2
27) CN(C)CC(=O)Nc1cc(C(F)(F)F)ccc1Cl
28) CCOc1ccccc1/C=N/NC(=O)CNC(=O)COc1ccccc1
29) CSC[C@H](NC(=O)COc1cc2c(c3oc(=O)c(C)c(C)c13)CCC(C)(C)O2)C(=O)O
30) CCOC(=O)/C(=C/c1ccc(Cl)cc1)NC(=O)c1ccco1
entry no.	26	27	28	29	30
LmPK inh	-2%	-3%	-1%	1%	0%
Tb PYK inh	-13%	5%	5%	-6%	-13%
Pf growth 48h	1%	17%	28%	-18%	-10%
Shiga inhibitor	-3	5	12	-2	10
AMA1 RON2 block	19%	8%	-1%	11%	1%
Pf growth 96h	13µM*	-17%	?	-8%	0%
CHX counter	10	3	9	-2	-4

31) Cc1ccc(/C=C/C(=O)NC(=S)N2CCN(C)CC2)cc1
32) Cc1ccc(S(=O)(=O)N(CCC#N)CCN2CCCC2)cc1
33) CCn1ncc(C2C(C(=O)Nc3ccc(C)cn3)=C(C)NC3=C2C(=O)CCC3)c1C (configuration not stated)
34) O=C(NNC(=O)C1CCN(Cc2ccc(F)cc2Cl)CC1)Nc1ccc([N+](=O)[O-])cc1
35) O=C(NCC1CCCCC1)C1CCN(C(=O)NC2CCCCC2)CC1
entry no.	31	32	33	34	35
LmPK inh	-9%	7%	3%	1%	-9%
Tb PYK inh	-4%	5%	2%	7%	5%
Pf growth 48h	-6%	?	26%	-9%	-8%
Shiga inhibitor	-27	6	-9	-1	-25
AMA1 RON2 block	14%	-11%	1%	68%[activator]	-6%
Pf growth 96h	?	5%	?	-16%	214%[activator]
CHX counter	5	-1	8	-4	-6

36) O=S1(=O)CC(O)C(NCc2cccnc2)C1 (configuration not stated)
37) C=CCN1C(=O)c2ccc(C(=O)NCC(=O)Nc3c(C)cc(C)cc3C)cc2C1=O
38) CSc1ncnc2c1ccn2CC(=O)Nc1ccc(C)c(C)c1
39) COCCCNC(=O)c1c[nH]c2ccc(S(=O)(=O)N3CCC4(CC3)OCCO4)cc2c1=O
40) CC1Cc2ccccc2N1C(=O)CSc1nnc(C2CC2)n1C (configuration not stated)
entry no.	36	37	38	39	40
LmPK inh	-5%	.	.	7%	-2%
Tb PYK inh	7%	-3%	0%	1%	2%
Pf growth 48h	6%	-5%	26%	?	-23%
Shiga inhibitor	-13	.	.	-1	-17
AMA1 RON2 block	29%	9%	-3%	5%	3%
Pf growth 96h	.	-26%	32%[activator]	-12%	28%
CHX counter	-4	.	.	5	-3

41) O=C(Nc1ccccc1Cc1ccccc1)c1ccncc1
42) Cc1ccc(S(=O)(=O)N2CCN(c3ccc([N+](=O)[O-])c(Sc4nncn4C)c3)CC2)cc1
43) CCSC1=N/C(=C\c2ccc(C)s2)C(=O)S1
44) N=c1n(CCN2CCCCC2)c2ccccc2n1CC(O)c1ccco1 (configuration not stated)
45) N#CCC(=O)Nc1ccc(C(=O)OCC(=O)Nc2cccc(C(F)(F)F)c2)cc1
entry no.	41	42	43	44	45
LmPK inh	-8%	6%	0%	0%	10%
Tb PYK inh	4%	5%	-7%	-1%	-6%
Pf growth 48h	-5%	?	15%	?	-1%
Shiga inhibitor	-11	-10	-7	-10	-5
AMA1 RON2 block	-2%	-4%	-12%	-24%	-9%
Pf growth 96h	111%[activator]	232%[activator]	21%	?	-3%
CHX counter	5	-3	5	0	1

46) O=C(c1ccc(N2CCCC2=O)cc1)N1CCN(c2ccccc2Cl)CC1
47) CC1CCC(NC(=O)C2CCN(S(=O)(=O)c3ccc4nc5c(c(C(=O)O)c4c3)CC(C)CC5)CC2)CC1 (configuration not stated)
48) COc1ccc(OC)c(S(=O)(=O)NC(C)(C)C)c1
49) Cn1cnnc1SCc1ccc(C(=O)n2ncc(C#N)c2N)cc1
50) O=C(CN1C(=O)S/C(=C/C=C/c2ccccc2)C1=O)Nc1ccc(C(=O)O)cc1
entry no.	46	47	48	49	50
LmPK inh	.	-1%	3%	-1%	16%
Tb PYK inh	1%	0%	2%	1%	-4%
Pf growth 48h	?	?	10%	-2%	58%[activator]
Shiga inhibitor	.	24	-3	-5	37
AMA1 RON2 block	-2%	10%	0%	3%	-3%
Pf growth 96h	?	2%	.	.	18%
CHX counter	.	17	-2	-1	10

51) CC1Oc2ccccc2N(CC(=O)N2CCc3ccccc32)C1=O (configuration not stated)
52) O=C(Nc1nccs1)c1ccc2ccccc2n1
53) CCCCN(C)C(=O)c1cc2cc3ccc(OC)cc3nc2o1
54) O=C(CN1CCOCC1)Nc1c(-c2ccccc2)c2cc(Br)ccc2[nH]c1=O
55) COc1ccccc1NC(=O)CSc1nc2[nH]ncc2c(=O)[nH]1
56) COc1cccc(N=c2oc3c(C)ncc(CO)c3cc2C(=O)Nc2ccccc2OC)c1
entry no.	51	52	53	54	55	56
LmPK inh	4%	-5%	-4%	-4%	.	2%
Tb PYK inh	-1%	-1%	-14%	-4%	1%	.
Pf growth 48h	-3%	157%[activator]	10%[0.00184 µM]	25%	4%	-6%
Shiga inhibitor	-8	120*	79*	-6	.	-15
AMA1 RON2 block	-28%	39%[activator]	4%	0%	-6%	.
Pf growth 96h	-17%	92%[activator]	-22%	-10%	16%	?
CHX counter	-3	45*	29*	-2	.	-1
